# FUS suppressor: suppressors of FUS proteinopathy in yeast; AID 1347120; S. cerevisiae FUS-expressing, growth rescue, OD600, 24 h; Potency, µM (series often up to 76.6 µM), for the others: top-dose growth rescue (activation), actives largely listed as activators; 0.24% of 390,000 active;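 also: potency is read from the fitted curve at half-maximal effect; plate controls were DMSO vehicle for no effect and reference control for full effect; nearly all actives have a fitted effect of over 55% in size; some results filed as inactive show a strong effect at the top dose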
#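 Absorbance at 600 nm, taken 24hr after compound addition, measured rescue of FUS-yeast growth at 30C. Induction used 2% galactose with seeding at OD 0.005. Controls: CP55940 from 92uM final, DMSO only.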
# DRD3 agonist: activates the human D3 dopamine receptor; P35462; D3R DiscoveRx beta-arrestin cells, luminescence, 90 min; max activation, %; 0.58% of 410,000 active; AID 652048; in the data active = max activation above about 30%; also: 0% is about no effect; mostly tested at two doses, the higher about 12 µM
# Target sequence (P35462 whole entry, looked up): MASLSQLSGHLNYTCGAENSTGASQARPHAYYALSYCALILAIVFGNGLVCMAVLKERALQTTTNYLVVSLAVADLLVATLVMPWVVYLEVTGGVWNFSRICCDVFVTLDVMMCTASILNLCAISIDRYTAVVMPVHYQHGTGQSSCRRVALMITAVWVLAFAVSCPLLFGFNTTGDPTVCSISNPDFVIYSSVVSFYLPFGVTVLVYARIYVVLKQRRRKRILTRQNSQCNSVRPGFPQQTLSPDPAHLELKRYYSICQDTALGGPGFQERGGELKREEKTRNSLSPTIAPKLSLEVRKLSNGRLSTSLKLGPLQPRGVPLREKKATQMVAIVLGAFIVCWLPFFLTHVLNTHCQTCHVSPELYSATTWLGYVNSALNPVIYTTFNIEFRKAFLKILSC
#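 Agonist mode: compounds and dopamine controls were applied to plated cells for 90 min at 37 degrees C after an overnight attachment at 1500 cells/well. Luminescent read-out followed 30 - 60 minutes at room temperature with DiscoveRx detection reagent.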
# EPAC2 antagonist: EPAC2 (human) antagonism; Potency, µM (highest dose often 114 µM), for the others: at the highest dose activity, negative = inhibition, most hits filed as inhibitors; Q8WZA2; EPAC2 GEF exchange of Rap1B-BODIPY-GDP, fluorescence; 0.18% of 360,000 active; AID 720708; also: potency is read from the fitted curve at half-maximal effect; % is scaled to controls: 0 for no effect and ±100 for the full control effect; nearly all actives have a fitted effect of over 45% in size; many of its hits are not listed in these tables
# DRD3 antagonist: blocks the human D3 dopamine receptor; P35462; D3R cells, DiscoveRx beta-arrestin luminescence, antagonist mode; active compounds read low; max response, negative = inhibition, %; 2.5% of 360,000 active; AID 652054; in the data active = max response below about -50%; inconclusive = no clear call, values can overlap the other calls; also: % is scaled to controls: 0 for no effect and ±100 for the full control effect; mostly tested at two doses, the higher about 12 µM
#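 Cells expressing the human receptor were seeded at 1500 cells/well, incubated overnight at 37 degrees C in 5% CO2, then exposed to library compounds with dopamine controls for 90 minutes at 37 degrees C before luminescent detection.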
# Abeta yeast res: compounds reversing amyloid beta toxicity in yeast | yeast expressing A-beta42, growth rescue, OD600, 48 h; response scale: 0% DMSO, 100% iron-clioquinol control | Potency, µM (titrated, usually from 46.1 µM), for the others: at the highest dose growth rescue, usual class: activators | 0.063% of 410,000 active | AID 1347071; also: potency is read from the fitted curve at half-maximal effect; nearly all actives have a fitted effect of over 55% in size
#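 Growth rescue measured by 600 nm absorbance after 48 h yeast culture at 30 C with compound. Values normalized between DMSO and an equimolar ferric chloride plus clioquinol control.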
# EPAC2 ag: activates human EPAC2 exchange factor. Q8WZA2. Potency, µM (top dose mostly 154 µM), without a hit: top-dose activation, hits mostly activators. 0.079% of 360,000 active. EPAC2 activation, biochemical qHTS; response scale: 100% = 6.5 mM cAMP response; also: potency is read from the fitted curve at half-maximal effect; nearly all actives have a fitted effect of over 50% in size
#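 Setup: EPAC2 100 nM, labeled Rap1B complex 250 nM, free GDP 50 uM. Compound titrations pinned in, brief spin, 5 min room temperature incubation. Kinetic fluorescence read over 30 min, normalized to 6.5 mM cAMP.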
# aSyn rescue: alpha-synuclein toxicity inhibition in yeast; AID 652106; 0.14% of 370,000 active; Yeast expressing alpha-synuclein, growth rescue, BacTiter-Glo, 24 h; Potency, µM (doses to about 46.1 µM), inactives show at the top dose growth rescue (activation), hits mostly activators; also: potency is read from the fitted curve at half-maximal effect; % of control where 0% means no effect; nearly all actives have a fitted effect of over 65% in size
#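 Rescue of yeast growth: cells expressing toxic alpha-synuclein, induced in galactose at OD600 0.02, incubated with compound 24 h at 30 C. ATP luminescence quantified growth; inhibitors of toxicity appear as activators.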
# TDP-43 yeast inh: TDP-43 toxicity inhibition in yeast. TDP-43 expressing yeast growth rescue, BacTiter-Glo, 24 h. Potency, µM (titrated, usually from 46.1 µM), inactives show top-dose growth rescue (activation), most hits filed as activators. AID 652104. 1.8% of 410,000 active; also: potency is read from the fitted curve at half-maximal effect; % of control where 0% means no effect; nearly all actives have a fitted effect of over 50% in size
#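 Yeast cells expressing TDP-43 under galactose induction are exposed to compounds for 24 hr at 30 deg C. BacTiter-Glo luminescence measures growth, so protective compounds score as activators.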
# Starred values were filed as active, the others as inactive; ? = inconclusive; nt = not tested or not shown; & = joins results of further samples; [ ] = remark or other dose. Unless noted, calls follow the shape of the dose curve; as a rule, active = well fitted curve in the direction sought with a large enough effect; inconclusive = small, poorly fitted or top-dose-only effect, or another doubt; inactive = no such curve, though single readings can be large; an effect the other way counts as inactive or inconclusive. Not all compounds are listed; rates above refer to the full screens.
SMILES,FUS suppressor,DRD3 agonist,EPAC2 antagonist,DRD3 antagonist,Abeta yeast res,EPAC2 ag,aSyn rescue,TDP-43 yeast inh
Brc1ccc(-c2cn3cccnc3n2)cc1,3%,-8,12%,-6,-7%,2%,2%,?
O=C(CNC(=O)c1ccc(S(=O)(=O)N2CCCC2)cc1)N/N=C/c1ccc(Cl)cc1,nt,-7,0%,-13,-13%,6%,-8%,-22%
COc1ccc(CNC(=O)c2cnc3n(c2=O)CCS3)cc1,-7%,-6,-6%,-16,-17%,7%,-2%,2%
Cc1cccc(CN2C(=O)c3ccccc3S(=O)(=O)c3ccc(C(=O)N(C)Cc4ccccc4)cc32)c1,?,3,nt,nt,-1%,nt,nt,14%
Cc1ccc(OCC(=O)Nc2ccccc2C(=O)NC2CC2)cc1,nt,6,4%,15,1%,-8%,-10%,14%
CC(C)=NNc1nc2sc3c(c2c(=O)[nH]1)CC(C)(C)OC3,10%,3,-13%,-3,-2%,-1%,2%,15%
CCOC(=O)Nc1ccc(C(=O)Oc2ccccc2)c(O)c1,-7%,-8,1%,?,-34%,15%,-42%[inhibitor],22%
COc1cc(/C=C/C(=O)NNc2c(F)c(F)cc(F)c2F)ccc1OC(F)F,10%,1,0%,7,2%,-4%,18%,2%
CCOC(=O)/C(=N/Nc1ccccc1)Sc1nnc(CCc2ccccc2)n1-c1ccccc1,36%,-3,-11%,-22,2%,5%,0%,-6%
CNC(=O)Cc1csc2ccc(Cl)cc12,-11%,6,6%,-4,5%,-1%,10%,2%
COc1ccc(CNC(=O)C2CCCN2C(=O)NCc2ccccc2)cc1 (stereo unspecified),-14%,0,11%,20,3%,5%,9%,7%
CCCCN(C(=O)c1cc2c(s1)CCC2)c1c(N)n(CCCC)c(=O)[nH]c1=O,?,2,2%,0,-6%,-11%,-3%,-15%
Cc1ccc(NC(=O)CCCNC(=O)c2ccc(Cl)cc2)c(Br)c1,-2%,-2,5%,0,15%,-5%,7%,3%
CCOC(=O)CCn1nnc(N)n1,-11%,5,-1%,5,14%,1%,-4%,-5%
CCOC(=O)c1cc(-c2ccccc2)sc1NC(=O)C(C)Sc1nnc(C)s1 (stereo unspecified),22%,4,-6%,-9,-6%,3%,7%,-14%

# Brought forward from above: 3 compounds; new compounds follow.
SMILES,FUS suppressor,DRD3 agonist,EPAC2 antagonist,DRD3 antagonist,Abeta yeast res,EPAC2 ag,aSyn rescue,TDP-43 yeast inh
Cc1ccc(NC(=O)CCCNC(=O)c2ccc(Cl)cc2)c(Br)c1,-2%,-2,5%,0,15%,-5%,7%,3%
CCOC(=O)CCn1nnc(N)n1,-11%,5,-1%,5,14%,1%,-4%,-5%
CCOC(=O)c1cc(-c2ccccc2)sc1NC(=O)C(C)Sc1nnc(C)s1 (stereo unspecified),22%,4,-6%,-9,-6%,3%,7%,-14%
CCc1ccc(CNC(=O)c2ccc(OC3CCN(C(C)=O)CC3)c(OC)c2)nc1,nt,4,4%,10,1%,-6%,-4%,6%
Cc1ccc(F)cc1NC(=O)CSCc1nc2sc(C)c(C)c2c(=O)[nH]1,6%,-9,-7%,-8,9%,-10%,-4%,9%
O=C(O)c1cc(-c2ccc(Cl)s2)nc2ccccc12,15%,-10,-13%,-29,-68%[inhibitor],-3%,-2%,-12%
NCC12CC3CC(CC(O)(C3)C1)C2,-24%,1,0%,13,-2%,-1%,-1%,7%
COc1ccc(/C=N/N2CCN(Cc3ccc(C)cc3)CC2)cc1Br,-4%,-8,-9%,-92*,-22%,8%,12%,-14%
COc1ccccc1N1Cc2ccc(OC)c(OC)c2C1=O,7%,-2,6%,7,-18%,6%,-2%,-22%
Cc1c(Cl)cnc(NC(=O)COC(=O)c2cccs2)c1Cl,5%,-5,0%,30,1%,-5%,-4%,18%
Cn1cnc(S(=O)(=O)N2CCCCC2c2cc(C(=O)Nc3cccc(C#N)c3)no2)c1 (stereo unspecified),9%,-22,26%,-80*,-16%,9%,-6%,0%
C#Cc1ccc(CN2CCC(N3CCC(C(=O)NCc4ccccn4)CC3)CC2)cc1,19%,-1,1%,16,-11%,-7%,7%,10%
Cc1ccc(NC(=O)c2ccc(S(=O)(=O)NCC3CCCO3)cc2)cc1C (stereo unspecified),13%,1,9%,8,1%,3%,-1%,-16%
COc1ccc(C(=O)Nc2ccc(Oc3ncnc4sc(-c5ccccc5)cc34)cc2)cc1OC,nt,6,0%,10,16%,-14%,2%,18%
CCOc1ccccc1NC(=S)NC(=O)CCCOc1ccc(Cl)cc1Cl,-8%,-6,-20%,-109*,-12%,8%,-4%,-13%
CCOC(=O)C(C)n1nc(/C=C/c2ccccc2)ccc1=O (stereo unspecified),16%,1,-4%,40,2%,-14%,17%,16%
Cn1cccc1C(=O)NC(=O)COC(=O)CC12CC3CC(CC(C3)C1)C2,0%,0,2%,14,?,-4%,9%,13%
CN1CCN(CCCNC(=O)Cn2nc(-c3ccccc3)ccc2=O)CC1,-20%,-4,1%,-7,-11%,3%,0%,-12%
CC(=O)C1=C(c2ccc(Cl)c(Cl)c2)N(C(C)=O)n2cnnc2S1,38%,-22,nt,nt,-78%[inhibitor],nt,nt,10µM*
CCOC(=O)C(C)Sc1ccc2nnc(CCNS(=O)(=O)c3ccccc3)n2n1 (stereo unspecified),10%&-9%,1&1,7%,2,-4%&10%,0%,0%,11%&10%
COc1ccc(C(=O)CSc2nc3cc(C(=O)NC4CCCC4)ccc3c(=O)n2CC2CCCO2)cc1 (stereo unspecified),-7%,9,nt,nt,-4%,nt,nt,9%
CN1CCN(C(c2cccc(C(F)(F)F)c2)c2nnnn2Cc2ccccc2)CC1 (stereo unspecified),7%,-7,11%,-29,12%,6%,2%,-16%
Cc1ccc2c(=O)cc(CSc3ncn[nH]3)[nH]c2c1C,-24%,-13,nt,nt,1%,nt,nt,14%
COc1ccccc1C1=CC(=O)CC(C)(C)C1=O,-27%,1,-28%,-25,-4%,-2%,3%,9%
CCOCCC(=O)Nc1ccc2c(c1)c(=O)n(C)n2CC=C(C)C,-29%,-14,10%,0,-15%,14%,2%,-6%
CN1CCN(S(=O)(=O)c2ccc(NC(=O)c3ccc(Br)o3)cc2)CC1,23%,25,10%,9,20%,-11%,-1%,17%
O=c1[nH]c(-c2cccs2)nc2ccccc12,11%,-2,-2%,5,4%,-1%,8%,?
COc1ccc2[nH]c3c(c2c1)CCN1C(=O)C(CC(=O)NCc2cccc(C(F)(F)F)c2)C[C@H](C(=O)N2CCOCC2)[C@@]31C (stereo partly specified),26%,3,-7%,3,-11%,2%,2%,-9%
Cc1ccc(Oc2ccc(NC(=O)CSc3n[nH]c(N)n3)cc2)cc1,-6%,1,-8%,1,2%,14%,?,3%
Cc1ccc(-c2nc3cc(NC(=O)c4cc5ccccc5o4)ccc3o2)cc1Cl,13%,7,nt,nt,1%,nt,nt,17%
Cc1nnsc1C(=O)Nc1ccccc1Cl,15%,-8,2%,-15,-29%,-3%,-6%,-6%
CCOC(=O)/C(C#N)=C/c1ccc(-c2ccc(Br)cc2)o1,3%,-13,nt,nt,-14%,nt,nt,-8%
CCCCCNC(=O)CC1Nc2c3ccccc3nc(=S)n2C1=O (stereo unspecified),-14%,-1,-2%,25,-6%,7%,nt,-8%
O=c1[nH]c(C2CCN(S(=O)(=O)/C=C/c3ccccc3)CC2)nc2c1nnn2Cc1ccc(F)cc1,?,12,-24%,10,12%,10%,0%,-3%
CCCn1c(N/N=C\C=C\c2ccccc2)nc2c1c(=O)[nH]c(=O)n2C,-5%,-1,21%,-8,-6%,-5%,0%,-3%
COc1cc(Cl)c(NC(=O)C2CCN(S(=O)(=O)c3c(C)noc3/C=C/c3ccccc3F)CC2)c(OC)c1,-2%,1,nt,nt,-6%,nt,nt,21%
CCc1ccc(N2CC(C(=O)Nc3ccc(OC)c(S(=O)(=O)N4CCOCC4)c3)CC2=O)cc1 (stereo unspecified),6%,-4,-4%,-1,-1%,-13%,-4%,8%
CCCc1nnc(NC(=O)CNc2ccc(F)cc2)s1,3%,6,13%,?,9%,2%,-2%,1%
CSc1nc(-c2ccccc2)cn1-c1ccc(NC(C)=O)cc1,8%,8,1%,-15,-1%,10%,-11%,?
O=C(COc1ccc2cc(-c3ccccc3)c(=O)oc2c1)NCC1CCC(C(=O)O)CC1 (stereo unspecified),-1%,-1,4%,-6,3%,4%,2%,3%
CC(=O)Nc1ccc(CN(C)c2c(C)nc3ccc(C(=O)NCCCn4ccnc4)cn23)cc1,-16%,-5,9%,-17,-9%,1%,0%,0%
O=C(CCN1CCc2ccccc2C1)Nc1ccc(F)cc1,46%,-4,-13%,-66*,-5%,-3%,2%,1%
N#C/C(=C(/O)c1cccc(F)c1)c1nc2ccccc2s1,-19%,6,-8%,16,7%,0%,-6%,-4%
Cc1cc(OCC(=O)OCC(=O)N2CCc3ccccc32)ccc1Cl,10%,1,5%,13,14%,1%,3%,-5%
Cc1ccc(Nc2nnc(SC3CCOC3=O)s2)cc1 (stereo unspecified),26%,-7,0%,-16,-3%,10%,-8%,-19%[9.22 µM]
CCc1ccc2nc(N3C(=O)C(O)=C(C(=O)c4ccco4)C3c3cccs3)sc2c1 (stereo unspecified),nt,8,-5%,40,-10%,-24%,-4%,-43%[inhibitor]
COCCNc1ncnc2nc[nH]c12,-14%,1,5%,21,4%,-8%,-4%,3%
COc1ccc(-c2noc(CCC(=O)N3CCN(c4ccccc4Cl)CC3)n2)cc1,27%,-17,-10%,27,8%,3%,14%,28%
CCSc1nnnn1-c1cccc(C(=O)O)c1,-14%,-5,nt,nt,-11%,nt,nt,7%
Cc1ccc(N2C(=O)C3C(C2=O)C2C=CC3C23CC3)cc1 (stereo unspecified),-5%,1,6%,28,7%,5%,0%,21%
COc1ccc(C(C)(C)C)cc1NC(=O)Nc1ccc2c(c1)OCO2,20%,-10,-20%,-24,22%,25%,1%,?
CC(=O)Nc1cccc(-n2nnc(SCC(=O)Nc3ccccc3)n2)c1,2%,2,3%,0,1%,1%,3%,16%
Cc1nn(C(=O)c2cccc([N+](=O)[O-])c2)c(C)c1Cl,-7%,13,-8%,11,2%,8%,1%,-10%

# Bioassay records: PubChem BioAssay, National Center for Advancing Translational Sciences (NCATS)
